From PubChem BioAssay
GDH-TPI inh – counter-screen for M. tuberculosis FBA inhibitors: GDH-TPI coupled enzymes; GDH-TPI coupled enzyme counterscreen, NADH absorbance; inhibition, % at 4.8 µM; 1.2% of 360,000 active; AID 588335; in the data active = inhibition above about 30%;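 also: 0% = DMSO wells and 100% = wells lacking the enzyme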
Vc quorum ag – quorum light induction in luxS cqsA deficient V. cholerae; AID 588436; 0.16% of 350,000 active; activation, % at 18.7 µM; V. cholerae BH1578 lux reporter, luminescence, 6 h; in the data active = activation mostly above about 9.7%, no sharp cut-off; also: not every result past the cut was called active; inactives centre near 0; reference of the scale not given here
MazF activator – increases E. coli MazEF RNase cleavage of RNA | P0AE70 | 0.32% of 350,000 active | FAM/BHQ RNA-DNA oligo cleavage fluorescence, 5 h | activation, % at 20 µM; in the data active = activation above about 50%
Target sequence (P0AE70 whole entry, looked up): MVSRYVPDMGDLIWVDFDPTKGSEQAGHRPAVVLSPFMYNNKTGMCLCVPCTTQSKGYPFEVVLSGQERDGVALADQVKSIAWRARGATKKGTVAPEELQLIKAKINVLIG
3CLpro inhibitor – SARS-CoV 3CLpro protease inhibition. recombinant SARS-CoV 3CLpro, quenched FRET peptide cleavage. AID 1706. P0C6X7. 0.14% of 290,000 active. inhibition, % at 6 µM; in the data active = inhibition above about 12%
DUSP3 inh – inhibitors of human VHR1 phosphatase (DUSP3). inhibition, % at 13.3 µM. AID 1654. 0.52% of 290,000 active. recombinant VHR phosphatase, pNPP absorbance. P51452; in the data active = inhibition above about 50%; also: some compounds called inactive have numbers as strong as hits
Target sequence (P51452 whole entry, looked up): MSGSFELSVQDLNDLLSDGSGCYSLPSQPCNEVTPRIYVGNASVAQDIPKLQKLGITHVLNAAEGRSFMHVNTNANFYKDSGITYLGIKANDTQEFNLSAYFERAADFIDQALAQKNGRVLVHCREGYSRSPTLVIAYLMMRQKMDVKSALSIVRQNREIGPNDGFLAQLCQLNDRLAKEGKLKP
SSB-PriA inh – inhibitors of Klebsiella pneumoniae PriA binding to SSB C-terminal tail; AlphaScreen SSBct-PriA binding, biotinylated peptide; inhibition, % at 33 µM; 0.6% of 430,000 active; AID 1272365; in the data active = inhibition mostly above about 37%, no sharp cut-off; inactive = mostly below about 20%;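 also: plate controls were negative control peptide for no effect and reference peptide for full effect; strong numbers were not always called active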
BioA inh – BioA (M. tuberculosis) enzyme inhibition. 0.096% of 360,000 active. inhibition, % at 9.99 µM. purified M. tuberculosis BioA enzyme, plate reader; in the data active = inhibition above about 40%
FBA Mtb inh – Mtb fructose-bisphosphate aldolase inhibition; purified M. tuberculosis FBA, fluorescence read-out; 2.3% of 360,000 active; inhibition, % at 1 µM; in the data active = inhibition above about 27%;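 also: 0% = vehicle and 100% = reference inhibitor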
Target sequence (P9WQA3 whole entry, looked up): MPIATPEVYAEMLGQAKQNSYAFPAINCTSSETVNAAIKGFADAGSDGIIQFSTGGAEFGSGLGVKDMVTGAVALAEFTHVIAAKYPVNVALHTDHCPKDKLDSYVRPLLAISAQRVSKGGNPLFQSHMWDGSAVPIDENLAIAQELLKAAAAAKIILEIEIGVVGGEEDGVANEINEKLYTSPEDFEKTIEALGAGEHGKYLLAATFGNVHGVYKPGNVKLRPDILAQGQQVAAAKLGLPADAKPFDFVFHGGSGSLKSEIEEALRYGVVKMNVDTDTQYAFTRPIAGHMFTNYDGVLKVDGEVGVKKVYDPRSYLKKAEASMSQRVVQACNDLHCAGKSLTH
Rv3671c protease – inhibitors of M. tuberculosis serine protease Rv3671c; P9WHR9; inhibition, % at 5.96 µM; 0.048% of 320,000 active; AID 2606; in the data active = inhibition above about 38%;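 also: extracellular domain of Rv3671c used as enzyme; 0% = enzyme with DMSO and 100% = no enzyme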
UGM FP inh – inhibitors of M. tuberculosis UDP-galactopyranose mutase | purified UGM, fluorescence polarization probe displacement | inhibition, % at 10 µM | 0.06% of 320,000 active | AID 504406; in the data active = inhibition above about 10%, passing the limit was not always enough
Target sequence (P9WIQ1 whole entry, looked up): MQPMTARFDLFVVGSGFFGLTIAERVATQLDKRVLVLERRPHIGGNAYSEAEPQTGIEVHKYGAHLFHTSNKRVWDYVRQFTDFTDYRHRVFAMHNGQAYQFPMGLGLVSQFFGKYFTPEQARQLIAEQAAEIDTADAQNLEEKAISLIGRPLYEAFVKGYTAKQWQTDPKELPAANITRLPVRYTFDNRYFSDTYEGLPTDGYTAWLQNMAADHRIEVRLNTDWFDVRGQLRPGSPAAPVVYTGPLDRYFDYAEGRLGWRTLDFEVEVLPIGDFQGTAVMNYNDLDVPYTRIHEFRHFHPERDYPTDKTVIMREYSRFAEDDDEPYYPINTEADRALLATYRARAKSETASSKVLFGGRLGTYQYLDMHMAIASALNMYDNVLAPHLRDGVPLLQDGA
Numbers without * were called inactive; & = joins results of further samples.

For O=C(CCc1ccccc1O)NC1CCCc2ccccc21 (configuration not stated) the results were GDH-TPI inh 11, Vc quorum ag -3.1, MazF activator 6, 3CLpro inhibitor 0, DUSP3 inh -11, SSB-PriA inh -12, BioA inh -1.7, FBA Mtb inh -1, Rv3671c protease 7 and UGM FP inh 1.7.
NC(N)=N/N=C/c1ccc(OCc2ccc(Cl)cc2Cl)cc1 was read as GDH-TPI inh -1, Vc quorum ag -3.5, MazF activator 6, 3CLpro inhibitor -2, DUSP3 inh 34, BioA inh 1.1, FBA Mtb inh 0, Rv3671c protease 13 and UGM FP inh -1.7.
Screening CCc1ccc(N(C(=O)c2ccco2)C(C(=O)NC2CCCC2)c2cccnc2)cc1 (configuration not stated) returned GDH-TPI inh 2, Vc quorum ag -0.2, MazF activator 3, 3CLpro inhibitor 16*, DUSP3 inh 6, SSB-PriA inh 2, FBA Mtb inh 1, Rv3671c protease -4 and UGM FP inh 0.4.
COC(=O)c1cc(S(=O)(=O)NCC2CCN(Cc3cccc(F)c3)CC2)cn1C was read as GDH-TPI inh 1, Vc quorum ag -0.4, MazF activator 10, 3CLpro inhibitor -6, DUSP3 inh -7, SSB-PriA inh -3, BioA inh 1.4, FBA Mtb inh -1, Rv3671c protease -9 and UGM FP inh -0.7.
CCOC(=O)C(C)Oc1cc(Cl)c(C=O)cc1OC (configuration not stated) was read as GDH-TPI inh 9, Vc quorum ag -0.4, MazF activator -21, 3CLpro inhibitor 0, DUSP3 inh -11, SSB-PriA inh 6, FBA Mtb inh 3, Rv3671c protease 3 and UGM FP inh 0.4.
For CCCCS(=O)(=O)NC1=NCN(CC)CN1 the results were GDH-TPI inh 4, Vc quorum ag inactive, MazF activator -5, 3CLpro inhibitor -1, DUSP3 inh 10, SSB-PriA inh -11, BioA inh -1.0, FBA Mtb inh 1, Rv3671c protease 4 and UGM FP inh 0.4.
For Cn1c(NC(=O)C[n+]2cc(-c3ccc(Cl)c(Cl)c3)n3c2CCC3)cc(=O)n(C)c1=O the results were GDH-TPI inh 2, Vc quorum ag inactive, MazF activator 7, 3CLpro inhibitor -2, DUSP3 inh 6, SSB-PriA inh 0, FBA Mtb inh -4, Rv3671c protease 1 and UGM FP inh -0.5.
`Cc1ccc(NC(=O)C2CC(=O)N(Cc3ccco3)C2)cc1` (configuration not stated) gave GDH-TPI inh -1, Vc quorum ag inactive, MazF activator -1, 3CLpro inhibitor -1, DUSP3 inh -8, SSB-PriA inh -3, FBA Mtb inh 0, Rv3671c protease 6 and UGM FP inh -0.6.
`Cc1ccccc1C(=O)c1cccn1CC(=O)NCCCN1CCc2ccccc2C1` gave GDH-TPI inh -3, Vc quorum ag -0.3, MazF activator 2, 3CLpro inhibitor 4, DUSP3 inh 2, SSB-PriA inh 7, FBA Mtb inh 0, Rv3671c protease 5 and UGM FP inh -3.1.
Screening CC(=O)Nc1sc2c(c1C(c1cccc(Cl)c1)N1CCN(CCO)CC1)CCCC2 (configuration not stated) returned GDH-TPI inh 3, Vc quorum ag 0.5, MazF activator 7, 3CLpro inhibitor 6, DUSP3 inh 27, SSB-PriA inh 19, BioA inh -0.6, FBA Mtb inh -2, Rv3671c protease 2 and UGM FP inh -0.9.
`CCC(=O)N1CCc2cc(Br)cc(S(=O)(=O)N(C)c3ccc(OC)cc3)c21` gave GDH-TPI inh 2, Vc quorum ag inactive, MazF activator 0, 3CLpro inhibitor 5, DUSP3 inh -11, SSB-PriA inh -14, FBA Mtb inh 3, Rv3671c protease -8 and UGM FP inh 1.1.
`CC1(C)OC(=O)C(=CNCC(O)c2ccccc2)C(=O)O1` (configuration not stated) gave GDH-TPI inh 2, Vc quorum ag inactive, MazF activator -7, 3CLpro inhibitor -3, DUSP3 inh 16, SSB-PriA inh 8, BioA inh -0.3, FBA Mtb inh 0, Rv3671c protease 3 and UGM FP inh 1.3.
`CCOc1ccc(NC(=S)Nc2ccc(OC(F)(F)F)cc2)cc1` gave GDH-TPI inh 5, Vc quorum ag inactive, MazF activator -14, 3CLpro inhibitor 4, DUSP3 inh -8, SSB-PriA inh -17, BioA inh 0.5, FBA Mtb inh -3, Rv3671c protease -6 and UGM FP inh -2.2.
For Cc1cccc(C)c1-c1ccc(CN2C(CC(C)C)C(=O)N(Cc3cn(CCO)nn3)CCS2(=O)=O)cc1 (configuration not stated) the results were GDH-TPI inh 8, Vc quorum ag inactive, MazF activator -6, SSB-PriA inh 5, BioA inh -0.8 and FBA Mtb inh -3.
Screening O=C(Nc1c(C(=O)Nc2cccc(F)c2)oc2ccccc12)c1ccc2c(c1)OCO2 returned GDH-TPI inh 1, Vc quorum ag inactive, MazF activator -5, 3CLpro inhibitor 1, DUSP3 inh 39, SSB-PriA inh 3, BioA inh -1.3, FBA Mtb inh 1, Rv3671c protease -7 and UGM FP inh 3.6.
For CC(=O)Oc1c(Br)cc(N(C(C)=O)S(=O)(=O)c2ccccc2)c2ccccc12 the results were GDH-TPI inh 17, Vc quorum ag -1.2, MazF activator -18, 3CLpro inhibitor -2, DUSP3 inh -28, SSB-PriA inh 12, BioA inh -0.5, FBA Mtb inh 1, Rv3671c protease -59 and UGM FP inh 0.7.
For CCCCn1c(N)c(N(CCOC)C(=O)c2ccc(-c3ccc(Cl)cc3)o2)c(=O)[nH]c1=O the results were GDH-TPI inh 10, Vc quorum ag -2.4, MazF activator -3, SSB-PriA inh 0, FBA Mtb inh 9 and Rv3671c protease -2.
Screening O=C(CN1CCN(S(=O)(=O)N2CCCCC2)CC1)Nc1ccc(Br)cc1 returned GDH-TPI inh 1, Vc quorum ag inactive, MazF activator 0, 3CLpro inhibitor -2, DUSP3 inh 21, SSB-PriA inh 3&-13, BioA inh 0.1, FBA Mtb inh -2, Rv3671c protease 1 and UGM FP inh -0.2.
`COc1ccc(Oc2coc3c(CN(C)C)c(O)ccc3c2=O)cc1` gave GDH-TPI inh 19, Vc quorum ag inactive, MazF activator 9, 3CLpro inhibitor 4, DUSP3 inh -20, SSB-PriA inh -2, BioA inh -1.9, FBA Mtb inh 15, Rv3671c protease 3 and UGM FP inh 1.1.
For C(=NOCc1ccccc1)c1ccccn1 the results were GDH-TPI inh -6, Vc quorum ag inactive, MazF activator 5, BioA inh -3.3 and FBA Mtb inh 2.
Screening COC(=O)COc1cc(OCC(=O)OC)c2c(-c3ccccc3)cc(=O)oc2c1 returned GDH-TPI inh 10, Vc quorum ag 0.8, MazF activator -2, 3CLpro inhibitor -8, DUSP3 inh 17, SSB-PriA inh 10, BioA inh 0.1, FBA Mtb inh 1, Rv3671c protease -4 and UGM FP inh 2.2.
`O=C(NCCc1cn[nH]c1)c1ccc2oc(CCc3ccccc3)nc2c1` gave GDH-TPI inh 5, Vc quorum ag -0.4, MazF activator -4, BioA inh 2.0 and FBA Mtb inh 3.
`CC(C)(C)C(=O)Nc1ccccc1N1CCN(c2ccc(F)cc2)CC1` gave GDH-TPI inh 7, Vc quorum ag inactive, MazF activator -21, 3CLpro inhibitor -2, SSB-PriA inh -13, BioA inh -1.1, FBA Mtb inh -2, Rv3671c protease -4 and UGM FP inh -1.0.
For COc1c(C)cccc1C(=O)Nc1cc(Cl)ccc1N1CCOCC1 the results were GDH-TPI inh -3, Vc quorum ag -0.3, MazF activator -3, 3CLpro inhibitor -1, DUSP3 inh -25, SSB-PriA inh -13, BioA inh -1.3, FBA Mtb inh 2, Rv3671c protease -10 and UGM FP inh 1.4.
`Cn1nnc(NC(=O)COc2ccc(C3CCCCC3)cc2)n1` gave GDH-TPI inh -1, Vc quorum ag -2.6, MazF activator 1, 3CLpro inhibitor 0, DUSP3 inh 4, SSB-PriA inh -15, BioA inh 0.5, FBA Mtb inh 1, Rv3671c protease 2 and UGM FP inh -1.3.
For CC(=O)NC(=S)Nc1cccc2ccc(C)nc12 the results were GDH-TPI inh 6, Vc quorum ag -0.4, MazF activator -2, 3CLpro inhibitor -1, DUSP3 inh 27, SSB-PriA inh -12, FBA Mtb inh 0, Rv3671c protease 1 and UGM FP inh 0.0.
`Cc1csc(NC(=O)Cc2c[nH]c3ccccc23)n1` gave GDH-TPI inh 9, Vc quorum ag 1.1, MazF activator 7, 3CLpro inhibitor 2, DUSP3 inh 28, SSB-PriA inh 8, FBA Mtb inh -1, Rv3671c protease -3 and UGM FP inh 5.4.
Cc1cnc(CNC(=O)c2csc([C@@H]3O[C@H](CO)[C@H](O)[C@H](O)[C@H]3O)n2)cn1 was read as GDH-TPI inh 2, Vc quorum ag -0.7, BioA inh -1.1 and FBA Mtb inh -2.
`Cc1cc(=O)oc2cc(OCC(=O)N3c4ccccc4NC(=O)C3(C)C)ccc12` gave GDH-TPI inh 15, MazF activator 4, SSB-PriA inh 3, FBA Mtb inh 34*, Rv3671c protease -2 and UGM FP inh 2.0.
`CCNC(=O)NC(=O)C(C)OC(=O)c1cc(S(=O)(=O)N2CCCCCC2)ccc1OC` (configuration not stated) gave GDH-TPI inh 11, Vc quorum ag inactive, MazF activator -6, 3CLpro inhibitor -1, DUSP3 inh 23, SSB-PriA inh -11, BioA inh 1.4, FBA Mtb inh 2, Rv3671c protease 10 and UGM FP inh -1.9.
`O=C(Cn1c(=O)n(Cc2ccccc2)c(=O)c2ccccc21)NCc1ccco1` gave GDH-TPI inh 5, Vc quorum ag -0.6, MazF activator 2, 3CLpro inhibitor 0, DUSP3 inh 39, SSB-PriA inh 0, BioA inh -1.8, FBA Mtb inh -2, Rv3671c protease 2 and UGM FP inh -2.0.
For O=C(CSc1nnc2ccc(-c3ccccn3)nn12)Nc1cccc(F)c1 the results were GDH-TPI inh -2, Vc quorum ag inactive, MazF activator -4, BioA inh -1.3 and FBA Mtb inh 2.
`COc1ccc(CNC(=O)c2ccc(C(C)(C)C)cc2)cc1` gave GDH-TPI inh 4, Vc quorum ag 0.7, MazF activator 6, 3CLpro inhibitor -4, DUSP3 inh 7, SSB-PriA inh -5, FBA Mtb inh 0, Rv3671c protease 6 and UGM FP inh -2.5.
CC1CCc2c(sc3nc(C4CC4)nc(N4CCN(C(=O)c5ccco5)CC4)c23)C1 (configuration not stated) was read as GDH-TPI inh 5, Vc quorum ag 0.1, MazF activator -4, 3CLpro inhibitor 0, SSB-PriA inh -9, BioA inh 0.0, FBA Mtb inh -1, Rv3671c protease -4 and UGM FP inh -1.1.
Cc1c(NC(=O)C(C)Oc2ccc(Br)cc2Cl)c(=O)n(-c2ccccc2)n1C (configuration not stated) was read as GDH-TPI inh 9, Vc quorum ag inactive, MazF activator 7, SSB-PriA inh -5, BioA inh 1.2, FBA Mtb inh -2, Rv3671c protease -3 and UGM FP inh 2.4.
For COC(=O)c1cccc(C(=O)N2CCC(CO)(Cc3ccccc3Cl)CC2)c1 the results were GDH-TPI inh 1, Vc quorum ag 0.3, MazF activator 11, 3CLpro inhibitor 2, DUSP3 inh 35, SSB-PriA inh -1, BioA inh 5.6, FBA Mtb inh -4, Rv3671c protease -2 and UGM FP inh -0.1.

Quoted at random: four entries already listed, in no set order.
`Cc1cc(=O)oc2cc(OCC(=O)N3c4ccccc4NC(=O)C3(C)C)ccc12` gave GDH-TPI inh 15, MazF activator 4, SSB-PriA inh 3, FBA Mtb inh 34*, Rv3671c protease -2 and UGM FP inh 2.0.
CC1CCc2c(sc3nc(C4CC4)nc(N4CCN(C(=O)c5ccco5)CC4)c23)C1 (configuration not stated) was read as GDH-TPI inh 5, Vc quorum ag 0.1, MazF activator -4, 3CLpro inhibitor 0, SSB-PriA inh -9, BioA inh 0.0, FBA Mtb inh -1, Rv3671c protease -4 and UGM FP inh -1.1.
`CC(C)(C)C(=O)Nc1ccccc1N1CCN(c2ccc(F)cc2)CC1` gave GDH-TPI inh 7, Vc quorum ag inactive, MazF activator -21, 3CLpro inhibitor -2, SSB-PriA inh -13, BioA inh -1.1, FBA Mtb inh -2, Rv3671c protease -4 and UGM FP inh -1.0.
Cc1cnc(CNC(=O)c2csc([C@@H]3O[C@H](CO)[C@H](O)[C@H](O)[C@H]3O)n2)cn1 was read as GDH-TPI inh 2, Vc quorum ag -0.7, BioA inh -1.1 and FBA Mtb inh -2.

Only part of the results is shown; the hit share may differ from the screen's.
